# Screening data deposited in PubChem BioAssay by National Center for Advancing Translational Sciences (NCATS).
# KAT2A inh: inhibitors of human GCN5L2 histone acetyltransferase. Potency, µM (doses to about 58.9 µM), for the others: at the highest dose activity change, negative = inhibition, most hits filed as inhibitors. actives 0.21% (n = 390,000). AID 504327. Q92830. GCN5L2 HAT assay, ThioGlo1 CoA-SH fluorescence
# Target sequence (Q92830 whole entry, looked up): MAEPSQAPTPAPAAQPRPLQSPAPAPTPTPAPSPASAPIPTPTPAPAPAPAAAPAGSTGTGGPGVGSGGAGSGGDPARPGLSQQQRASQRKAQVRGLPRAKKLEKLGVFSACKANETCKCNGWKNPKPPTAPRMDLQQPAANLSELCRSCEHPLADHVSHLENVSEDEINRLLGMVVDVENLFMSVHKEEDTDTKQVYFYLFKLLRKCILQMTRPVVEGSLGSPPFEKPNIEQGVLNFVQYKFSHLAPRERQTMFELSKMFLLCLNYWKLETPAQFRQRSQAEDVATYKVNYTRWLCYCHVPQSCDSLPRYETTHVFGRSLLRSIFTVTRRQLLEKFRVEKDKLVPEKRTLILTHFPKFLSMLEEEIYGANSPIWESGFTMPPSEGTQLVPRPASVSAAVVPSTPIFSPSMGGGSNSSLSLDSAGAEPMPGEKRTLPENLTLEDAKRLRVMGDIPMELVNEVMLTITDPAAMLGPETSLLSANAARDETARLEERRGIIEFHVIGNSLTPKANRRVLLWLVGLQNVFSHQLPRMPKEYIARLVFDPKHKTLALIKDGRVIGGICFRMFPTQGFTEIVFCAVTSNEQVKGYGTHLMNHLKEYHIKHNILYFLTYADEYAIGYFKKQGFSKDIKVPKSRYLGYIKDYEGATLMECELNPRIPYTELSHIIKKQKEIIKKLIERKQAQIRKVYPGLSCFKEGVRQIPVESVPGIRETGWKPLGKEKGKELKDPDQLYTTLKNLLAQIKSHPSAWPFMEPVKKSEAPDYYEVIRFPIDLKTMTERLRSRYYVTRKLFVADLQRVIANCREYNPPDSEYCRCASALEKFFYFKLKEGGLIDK
#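 GCN5L2 (20 nM) in 50mM HEPES pH 7.5, 0.1mM EDTA, 0.01% Tween-20 preincubated 15 min with compounds at room temperature. Reaction started with H3(1-25) 75uM, acetyl-CoA 70uM, ThioGlo1 50uM; CoA-thiol fluorescence (Ex340/Em540) read at 0 and 20 min.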
# TDP1 cell noCPT: qHTS for Inhibitors of human tyrosyl-DNA phosphodiesterase 1 (TDP1): qHTS in cells in absence of CPT; DT40 Tdp1-/- hTDP1 cells, no CPT, ATP luminescence, 48 h; Potency, µM (highest dose often 46.2 µM), for inactives: top-dose activity change, negative = growth inhibition, most hits filed as inhibitors; actives 15% (n = 420,000); AID 686978, 2013; note: nearly all actives have a fitted effect of over 55% in size
#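 Stably hTDP1-transfected Tdp1-null chicken DT40 cells were treated with library compounds minus camptothecin and grown for at least 48 hr at 37 °C, after which cellular ATP was quantified by luminescence.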
# DT40 TDP1 CPT: DT40-hTDP1 cell growth loss with CPT; chicken DT40 Tdp1-/-;hTDP1 cells + 20 nM CPT, ATP luminescence, 48 h; Potency, µM (doses to about 46.2 µM), inactives show at the top dose activity change, negative = growth inhibition, hits mostly inhibitors; actives 12% (n = 420,000); note: nearly all actives have a fitted effect of over 55% in size
#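 Cell growth measured by CellTiter-Glo luminescence after a minimum 48 h, 37 C compound exposure with 20 nM CPT in Tdp1-knockout DT40 cells stably expressing hTDP1, seeded 400/well; qHTS titration format.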
# Numbers without * were called inactive; u = inconclusive; x = no result given; & = joins results of further samples. Calls come from the whole dose curve; as a rule, active = well fitted curve in the direction sought with a large enough effect; inconclusive = small, poorly fitted or top-dose-only effect, or another doubt; inactive = no such curve, though single readings can be large; an effect the other way counts as inactive or inconclusive. % is set by controls: 0 for no effect and ±100 for the full control effect; potency is the fitted concentration of half-maximal effect.
1. CCOc1ccc(N2C(=O)CC(SC(=NC)Nc3cccc(F)c3)C2=O)cc1 (centres undefined)
2. CCCOc1ccc(N2CC(C(=O)NCCc3ccc(OC)c(OC)c3)CC2=O)cc1 (centres undefined)
3. COc1cccc(C(C)=C2SC(=S)NC2=O)c1
4. COc1ccccc1N(C(=O)c1snc(C(N)=O)c1N)C(C(=O)NC1CCCC1)c1ccco1 (centres undefined)
5. CCn1c(SCC(=O)N2CCCCC2C)nc2c1c(=O)n(C)c(=O)n2C (centres undefined)

entry no.,1,2,3,4,5
DT40 TDP1 CPT,-15%,4%,-6%,u,-1%
KAT2A inh,2%,u,x,-3%,-3%
TDP1 cell noCPT,u,4%,-10%,-17%,-25%

6. COc1ccccc1NS(=O)(=O)c1cccc(NC(=O)CCNC(=O)c2ccccc2OC)c1
7. Cc1nc(CNC(=O)CC2C(=O)NCCN2Cc2ccc(F)cc2)cs1 (centres undefined)
8. Cc1cccc(C)c1NC(=S)/N=C/N(C)C
9. COC(=O)c1ccccc1S(=O)c1snnc1C (centres undefined)
10. CCN(CC)c1nc(Nc2ccccc2)nc(Oc2ccc(=O)n(C)n2)n1

entry no.,6,7,8,9,10
DT40 TDP1 CPT,u,-3%,u,12%,u
KAT2A inh,-2%,-1%,-1%,-9%,-10%
TDP1 cell noCPT,-89%,-3%,u,-6%,u

11. COc1ccc(CCNCC2C(Oc3ccc(Cl)cc3)C(=O)N2c2ccccc2C)cc1OC (centres undefined)
12. COc1ccc(-c2cc(C(=O)Nc3ccc(OC)c(OC)c3)[nH]n2)c(C)c1
13. Cc1ccc(C)c(NC(=O)c2ccccc2Sc2ccc([N+](=O)[O-])cc2Cl)c1
14. O=C(CCS(=O)(=O)c1ccc(Br)cc1)Nc1ccc2c(c1)OCO2
15. Cc1noc(C)c1S(=O)(=O)Nc1ccc(C(=O)N2CCN(c3ccc(Cl)cc3)CC2)cc1

entry no.,11,12,13,14,15
DT40 TDP1 CPT,u,u,u,u,u
KAT2A inh,-12%,x,-9%,-9%,-15%
TDP1 cell noCPT,23µM*,u,u,u,16µM*

16. CCOC(=O)CSc1nc2ccccc2c(=O)n1CC1COc2ccccc2O1 (centres undefined)
17. Cc1ccc(NC(=O)C2(C)CCN2C(=O)c2ccccc2CCc2ccccc2)cc1C (centres undefined)
18. C=C1Cn2c(nnc2-c2ccc(Cl)cc2)S1
19. COc1ccc2c(=O)c(C(=O)NCc3ccccc3)c[nH]c2c1
20. CCc1nc2cc(C(=O)N(C)CC3CCCN(C)C3)cc(NC(=O)c3ccccc3OC)c2n1C (centres undefined)

entry no.,16,17,18,19,20
DT40 TDP1 CPT,u,21µM*,-2%,-24%,-2%
KAT2A inh,-6%,x,-5%,-3%,x
TDP1 cell noCPT,18µM*,-95%,-11%,u,-7%

21. CCC(C(=O)c1ccccc1)N(C(=O)c1ccccc1Cl)N1C(=O)C2C3C=CC(C3)C2C1=O (centres undefined)
22. COc1ccc(OC)c(CNS(=O)(=O)c2cc(-c3onc(C)c3C)ccc2C)c1
23. COc1ccc(NC(=O)c2cn(-c3ccccc3)nc2SC)cc1
24. CCC(CC)c1nnc(NC(=O)Oc2ccccc2)s1
25. COc1ccc(C2(C)NC(=O)N(CC(=O)NCc3ccccc3)C2=O)cc1OC (centres undefined)

entry no.,21,22,23,24,25
DT40 TDP1 CPT,-18%,u,u,-13%,-6%
KAT2A inh,-14%,-13%,-18%,-1%,-15%
TDP1 cell noCPT,u,u,u,4%,1%

26. CCc1ccc(NC2=NCC(=O)N2c2ccc3c(c2)OCCO3)cc1
27. C[C@H]1CN([C@@H](C)CO)C(=O)c2cc(-c3cccc(F)c3)cnc2O[C@@H]1CN(C)S(C)(=O)=O
28. O=C(CN1CCN(S(=O)(=O)c2ccc(F)cc2)CC1)Nc1ccc2c(c1)OCCO2
29. COc1ccc(NS(=O)(=O)c2ccc(O)c(C(=O)OCC(=O)NC(C)C3CC4CCC3C4)c2)cc1 (centres undefined)
30. NC(=O)COc1ccc(/C=C2\C(=O)ON=C2c2ccccc2)cc1

entry no.,26,27,28,29,30
DT40 TDP1 CPT,u,4%,-1%,8%,16µM*
KAT2A inh,3%,x,-8%,-25%,-10%
TDP1 cell noCPT,u,-5%,-25%,7%,15µM*

31. COc1ccc(C(=O)NCCCc2nc3ccccc3n2Cc2cc(C)ccc2C)cc1OC
32. O=C(O)/C=C/C(=O)N1CCN(c2ccc(F)cc2)CC1
33. O=C(Cc1ccccc1)NO
34. COc1ccc(C(c2c(C)[nH][nH]c2=O)c2c(C)[nH][nH]c2=O)cc1Br
35. O=c1nc(SCc2ccccc2Cl)nc(-c2ccc(Cl)cc2)[nH]1

entry no.,31,32,33,34,35
DT40 TDP1 CPT,u,-11%,-14%&1%,-6%,-2%
KAT2A inh,-3%,-21%,-8%,-8%,-3%
TDP1 cell noCPT,u,-27%,-7%&-10%,u,1%

36. COc1cc(NC(=S)N2CCN(C(c3ccccc3)c3ccccc3)CC2)cc(OC)c1
37. CCCCNc1c(-c2ccc(SC3CCCCC3)c(OC)c2)nc2ccc(C)cn12
38. Cn1cc(S(=O)(=O)Nc2ccc(F)c(Cl)c2)c(=O)n(C)c1=O
39. CCOC(=O)C1(Cc2ccccc2C)CCCN(Cc2ccc(NC(C)=O)cc2)C1 (centres undefined)
40. CC(C)CC(=O)Nc1ccc(N2CCN(S(C)(=O)=O)CC2)cc1

entry no.,36,37,38,39,40
DT40 TDP1 CPT,u,23µM*,-3%,-27%,12%
KAT2A inh,-4%,u,1%,-1%,-1%
TDP1 cell noCPT,-28%,18µM*,5%,u,7%

41. CC(=O)c1ccc(NC(=O)CCc2c(C)nc3c(c2C)c(=O)n(C)c(=O)n3C)cc1
42. Cc1ccc(S(=O)(=O)N(C)c2ccccc2C(=O)Nc2ccc3c(c2)OCCO3)cc1
43. Cc1ccc(C(=O)N/C(=C\c2cn(C)c3ccccc23)C(=O)NCCCN2CCOCC2)cc1
44. O=C(NC(=S)Nc1cccc(Cl)c1N1CCCC1)c1ccc(-c2cccc([N+](=O)[O-])c2)o1
45. COC(=O)c1cc(N=Nc2sc(N)nc2C)cc(C(=O)OC)c1

entry no.,41,42,43,44,45
DT40 TDP1 CPT,-10%,u,8%,u,u
KAT2A inh,2%,-1%,-5%,-2%,-11%
TDP1 cell noCPT,u,u,-4%,u,13µM*

46. CCOC(=O)c1ccc(Cl)c(S(=O)(=O)N2CCCC2)c1
47. O=C(CSc1nc2ccsc2c(=O)n1CC1CCC(C(=O)O)CC1)c1ccc(F)cc1 (centres undefined)
48. CC1CCN(S(=O)(=O)c2cccc(C(=O)NCC3CCCO3)c2)CC1 (centres undefined)
49. CCCc1ccc(S(=O)(=O)N2CCN(C(C)C(=O)NCc3ccccc3)CC2)cc1 (centres undefined)
50. COc1cc(NC(=O)C(CC(C)C)NS(=O)(=O)c2ccc3c(c2)CCN3C(C)=O)cc(OC)c1 (centres undefined)

entry no.,46,47,48,49,50
DT40 TDP1 CPT,-23%,3%,-17%,u,-25%
KAT2A inh,-15%,1%,0%,1%,1%
TDP1 cell noCPT,u,0%,2%,u,3%

51. CS(=O)(=O)CCC(C(=O)n1nnc2ccccc21)N1C(=O)c2ccccc2C1=O (centres undefined)
52. CC(Oc1ccccc1)C(=O)NC1CCN(Cc2ccccc2)CC1 (centres undefined)
53. Cc1cccc(CS(=O)(=O)Cc2ccc(C(=O)O)o2)c1
54. CN1CC(=O)N(CC(=O)Nc2ccc(SC(F)F)cc2)C1=O
55. Cc1ccc2c(C(=O)CN3CCN(c4ccccc4)CC3)c(C)[nH]c2c1

entry no.,51,52,53,54,55
DT40 TDP1 CPT,-5%,-26%,-16%,1%,-14%
KAT2A inh,-3%,-3%,-19%,-18%,-4%
TDP1 cell noCPT,4%,-6%,-20%,1%,-30%

56. COc1ccc(C(=O)Nc2cc3c(cc2C(=O)O)OCCCO3)c(OC)c1
57. C=CCNC(=S)N/N=C/c1ccc(-c2cc(Cl)ccc2Cl)o1
58. NC(=O)c1nn(Cc2ccccc2)c(=O)c2ccccc12
59. Cc1c(C(=O)O)oc2ccc(S(=O)(=O)N3CCCCC3C(=O)O)cc12 (centres undefined)
60. O=C(c1cnc2sccn2c1=O)N1CCc2ccccc2C1

entry no.,56,57,58,59,60
DT40 TDP1 CPT,-5%,u,0%,0%,-12%
KAT2A inh,-5%,1%,-4%,1%,-5%
TDP1 cell noCPT,-11%,u,u,19%,-2%

61. CCOC(=O)c1[nH]c(C)c(C(=O)OCC(=O)N2CCc3ccccc32)c1C
62. Cn1nc(C(C)(C)C)cc1C(=O)Nc1nc2c(s1)C(=O)CC(C)(C)C2
63. CC1(C(=O)NS(=O)(=O)c2cccc(F)c2)CCN1C(=O)CCc1ccccc1 (centres undefined)
64. COc1ccc(C(=S)N2CCOCC2)cc1OC(=O)c1ccccc1Cl
65. CCO[C@@H]1OC(C(=O)O)=C[C@H](C2CCCCC2)[C@H]1CCCO

entry no.,61,62,63,64,65
DT40 TDP1 CPT,-15%,u,0%,1%,-11%
KAT2A inh,0%,-2%,x,-11%,0%
TDP1 cell noCPT,u,-24%,-4%,-6%,-5%

66. Cc1ccc(-c2nc3ccc(Br)cn3c2CC(C)(C)C)cc1
67. Cc1noc(C)c1COC(=O)c1cccc(S(=O)(=O)N2CCOCC2)c1
68. CCC(=O)NNc1ncnc2ccccc12
69. COc1ccc(OCC(=O)Nc2ccc(C(=O)OCc3cc(=O)n4nc(C)sc4n3)cc2)cc1
70. Cc1ccsc1CNC(=O)c1c(-c2ccccc2)noc1C

entry no.,66,67,68,69,70
DT40 TDP1 CPT,u,u,-2%,13µM*,7%
KAT2A inh,x,3%,-13%,1%,-4%
TDP1 cell noCPT,12µM*,u,5%,21µM*,11%

71. CCOc1ccccc1C(=O)N1CCC(C(=O)c2ccc(F)cc2)CC1
72. CC1CCCCC1NC(=O)CCn1c(=O)sc2ccccc21 (centres undefined)
73. Cc1ccccc1C(=O)Nc1nc2c(s1)CC(C(C)(C)C)CC2 (centres undefined)
74. CCc1ccccc1NC(=O)CCCSc1nc(-c2ccco2)cc(C(F)(F)F)n1
75. COc1cc(-n2c(=O)c3ccccc3n(Cc3cc(=O)n4ccccc4n3)c2=O)cc(OC)c1OC
76. O=C(CCCOc1ccccc1)N1CCN(c2ccc(F)cc2)CC1

entry no.,71,72,73,74,75,76
DT40 TDP1 CPT,u,5%,16µM*,-9%,-9%,u
KAT2A inh,0%,1%,-12%,-6%,-2%,-4%
TDP1 cell noCPT,u,u,12µM*,-22%,u,18µM*
